TNAP activation fold: human TNAP enzyme activators, primary screen, biochemical, luminescent, no phosphate acceptor, uHTS (AID 1001) | Alkaline phosphatase, tissue-nonspecific isozyme (Homo sapiens) | purified TNAP, luminescent activation assay, no phosphate acceptor; higher activation fold means a stronger effect | activation fold at 20 µM, or EC50 in µM where a hit was titrated | hit rate 0.03% among 200,000; in the data active = activation fold from about 3, or a potency from the dose series; inactive = the rest, 99 in 100 with activation fold below about 1.6; also: many of its hits are not listed in these tables
P. falciparum M17LAP: P. falciparum M17LAP inhibitors, primary screen, biochemical, fluorogenic H-Leu-NHMec substrate, 1536-well (AID 1619) | Leucine aminopeptidase (Plasmodium falciparum (isolate 3D7)) | recombinant M17LAP, H-Leu-NHMec fluorogenic kinetic assay; higher % means a stronger effect | one-dose inhibition, % at 30 µM; IC50 in µM for titrated hits | hit rate 0.38% among 220,000;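 active = compound inhibiting the enzyme by more than half at any dose during confirmatory dose-response retesting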;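 also: plate controls were full reaction with DMSO carrier for no effect and no enzyme background for full effect; strong numbers were not always called active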
LYP inhibition: inhibitors of LYP phosphatase, biochemical, fluorescence intensity, uHTS (AID 1779); recombinant LYP phosphatase, fluorescence intensity; higher % means a stronger effect; Tyrosine-protein phosphatase non-receptor type 22 (Homo sapiens); inhibition, % at 11.5 µM; hits with a dose series show IC50 in µM; hit rate 0.054% among 290,000;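 also: plate controls were vehicle with enzyme for no effect and no enzyme for full effect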
human PMI inhibitors: human PMI inhibitors, high substrate, primary screen, biochemical, fluorescence intensity, high mannose 6-phosphate (AID 1220); inhibition, % at 20 µM; hits with a dose series show IC50 in µM; Mannose-6-phosphate isomerase (Homo sapiens); hit rate 0.66% among 190,000; recombinant PMI enzyme, coupled fluorescence intensity; higher % means a stronger effect
P. falciparum M1AAP: P. falciparum M1AAP inhibitors, biochemical, fluorogenic H-Leu-NHMec substrate, 1536-well (AID 1445). hit rate 0.42% among 220,000. Aminopeptidase N (Plasmodium falciparum (isolate 3D7)). recombinant M1AAP, H-Leu-NHMec fluorogenic kinetic assay; higher % means a stronger effect. inhibition, % at 30 µM; hits with a dose series show IC50 in µM;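 active = primary inhibition above the hit cutoff, then over 50% inhibition at one or more dose response concentrations, cut at about 23% in these data, passing the limit was not always enough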;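 also: plate controls were DMSO full reaction for no effect and no enzyme background for full effect; strong numbers were not always called active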
CSM14.1 death rescue: rescue of cells from ER stress-induced death, primary screen, 384-well, CSM14.1, thapsigargin, ATP luminescence (AID 1222); one-dose cellular ATP content (survival), % at 20 µM; EC50 in µM for titrated hits; CSM14.1 thapsigargin-induced death rescue, ATP luminescence; higher % means a stronger effect; 190,000 tested, under 10 active;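 active = EC50 below 50 µM in the dose-response confirmation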;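 also: death triggered by thapsigargin at about 15 µM added after 2 h compound pretreatment; cell ATP read after overnight thapsigargin exposure of roughly 18 to 22 hours; normalized against plate controls of thapsigargin alone and 5% DMSO vehicle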
XIAP displacement: XIAP antagonists, biochemical, IAP family, fluorescence polarization (AID 1018) | hit rate 0.007% among 200,000 | displacement, % at 20 µM; hits with a dose series show IC50 in µM | XIAP BIR domain, fluorescence polarization peptide displacement; higher % means a stronger effect; in the data active = displacement above about 50%; also: a part of the inactive calls stands beside numbers as strong as those of hits
Myeloid diff MLP: induction of myeloid progenitor differentiation, primary screen, cell-based, flow cytometry, MLPCN library | ER-HoxA9 myeloid progenitors, lysozyme-GFP differentiation | calls only at 10 µM | hit rate 1% among 360,000;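 active = normalized GFP-positive differentiation at or above the plate's own cutoff, the solvent-only control mean plus 3 SD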;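 also: cells exposed to compound for four days before flow analysis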
PMI inhibitors: inhibitors of human PMI, primary screen, biochemical, fluorescence intensity, coupled assay (AID 1209); Mannose-6-phosphate isomerase (Homo sapiens); inhibition, % at 20 µM; hits with a dose series show IC50 in µM; purified PMI enzyme, coupled fluorescence intensity; higher % means a stronger effect; hit rate 0.42% among 190,000;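 also: plate controls were DMSO vehicle for no effect and wells lacking substrate for full effect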
Myeloid diff MLP GFP+ MAC1+ %: recorded beside Myeloid diff MLP, whose call it bears; GFP+ MAC1+ double positive, %; measured here: differentiation confirmed by MAC1 staining
Numbers without * were called inactive; i = inactive; · = no result given; + = active, no number. Rule as the data show it, unless noted: active = inhibition above about 50%; inactive = the rest.

SMILES	TNAP activation fold	P. falciparum M17LAP	LYP inhibition	human PMI inhibitors	P. falciparum M1AAP	CSM14.1 death rescue	XIAP displacement	Myeloid diff MLP	Myeloid diff MLP GFP+ MAC1+ %	PMI inhibitors
CCCOc1ccc(C(=O)N/N=C/c2ccc(-c3ccc(S(=O)(=O)Nc4ncccn4)cc3)o2)cc1	1	-2%	6%	-9%	26µM*	-1.0%	-4.4%	i	0.6	-6%
COc1cc(/C=N/NC(=O)C(C)Nc2n[nH]c(=O)[nH]c2=O)cc(OC)c1O (stereo not drawn)	1	6%	0%	8%	2%	-1.6%	-4.0%	i	1.4	4%
O=C(O)c1cncc(C#CCC2CCCCC2)c1	·	-6%	-4%	·	0%	·	·	i	0.3	·
Cc1ccc(NC2c3ncccc3C(=O)N2Cc2ccco2)c(C)c1 (stereo not drawn)	1.1	-15%	-7%	-2%	2%	0.8%	-2.6%	i	0.0	4%
Cc1ccc(Nc2nc(-c3sc(NC(=O)c4ccco4)nc3C)cs2)cc1	1.1	26%	1%	9%	9%	-2.4%	-8.6%	i	1.5	23%
CCCCNC(=O)CSc1nccn1Cc1ccccc1	1.1	-5%	-4%	10%	3%	-2.6%	-4.4%	i	2.5	16%
CNC(=O)CSc1nnc(-c2ccco2)n1-c1ccc(C)cc1	1.1	35%	-7%	11%	1%	1.8%	-3.6%	i	1.1	6%
CC1CCc2cc(F)ccc2N1C(=O)CCl (stereo not drawn)	1.1	2%	0%	-6%	1%	·	-1.2%	i	1.1	-17%
O=[N+]([O-])c1ccc(N2CCOCC2)cc1O	·	13%	-4%	·	7%	·	·	i	0.4	·
CN(Cc1ccccc1)C(=O)COC(=O)c1cc(NS(=O)(=O)c2cccs2)ccc1O	1.1	-3%	-2%	10%	1%	7.2%	-5.1%	i	0.2	7%
COc1ccc(NC(=O)NCCCN2CCCCC2C)cc1 (stereo not drawn)	1.1	11%	-1%	4%	1%	-1.5%	-3.9%	i	1.9	1%
COC(=O)c1c(-c2snnc2C)n[nH]c1C	·	-3%	-4%	·	6%	·	·	i	1.3	·
Cn1cc(SCC(=O)Nc2ccc3c(c2)OCO3)c2ccccc21	1.2	-2%	-10%	-4%	18%	-0.8%	-2.9%	i	5.7	10%
Cc1ccc2nc(Cl)c(/C=N/n3c(C)nnc3C)cc2c1	1.1	-4%	-5%	15%	-2%	-2.3%	-5.6%	i	0.5	9%
CC1CCCN(CCOCCOc2ccc(Br)cc2Cl)C1 (stereo not drawn)	1	6%	-6%	2%	-4%	-0.4%	-1.9%	i	1.3	2%
CCC12CN3CC(CC)(CN(C1)C3c1ccc(OC(C)C)cc1)C2=O (stereo not drawn)	1	-9%	-1%	6%	-3%	-2.2%	-6.7%	i	0.8	-1%
O=C(CSc1nc2[nH]ncc2c(=O)n1-c1ccccc1)N1CCCCCC1	1.2	6%	-9%	-8%	11%	-1.4%	-4.5%	·	·	-4%
CC(=O)c1cccc(NC(=O)c2cc(C)no2)c1	1.1	1%	2%	-5%	9%	0.7%	-6.6%	i	1.5	-7%
CCc1nc2ccc(F)cc2c(C(=O)NC2CCCCC2C)c1C (stereo not drawn)	1	9%	3%	15%	12%	-3.4%	-5.4%	i	1.2	11%
CCOC(=O)C1CCN(c2c(NCc3ccc(N(C)C)cc3)c(=O)c2=O)CC1	·	2%	0%	·	15%	·	·	i	0.4	·
Cc1ccc(CNc2oc(COc3ccccc3Cl)nc2C#N)cc1	1.1	0%	-2%	2%	5%	2.2%	-3.6%	i	1.3	8%
Cc1c(NC(=S)N/N=C/c2ccc([N+](=O)[O-])cc2O)c(=O)n(-c2ccccc2)n1C	·	15%	-3%	·	13%	·	·	i	0.8	·
O=C(NNC(=O)C1COc2ccccc2O1)c1cccc([N+](=O)[O-])c1 (stereo not drawn)	1.6	10%	-6%	7%	4%	-0.9%	-1.8%	i	0.2	8%
COc1ccccc1N1CCN(C(=O)COc2cccc(C)c2C)CC1	1.1	2%	-5%	7%	9%	-0.2%	-3.6%	i	0.3	6%

Exported bar-delimited: eight of the compounds above
Structure | TNAP activation fold | P. falciparum M17LAP | LYP inhibition | human PMI inhibitors | P. falciparum M1AAP | CSM14.1 death rescue | XIAP displacement | Myeloid diff MLP | Myeloid diff MLP GFP+ MAC1+ % | PMI inhibitors
Cn1cc(SCC(=O)Nc2ccc3c(c2)OCO3)c2ccccc21 | 1.2 | -2% | -10% | -4% | 18% | -0.8% | -2.9% | i | 5.7 | 10%
Cc1ccc2nc(Cl)c(/C=N/n3c(C)nnc3C)cc2c1 | 1.1 | -4% | -5% | 15% | -2% | -2.3% | -5.6% | i | 0.5 | 9%
CC1CCCN(CCOCCOc2ccc(Br)cc2Cl)C1 (stereo not drawn) | 1 | 6% | -6% | 2% | -4% | -0.4% | -1.9% | i | 1.3 | 2%
CCC12CN3CC(CC)(CN(C1)C3c1ccc(OC(C)C)cc1)C2=O (stereo not drawn) | 1 | -9% | -1% | 6% | -3% | -2.2% | -6.7% | i | 0.8 | -1%
O=C(CSc1nc2[nH]ncc2c(=O)n1-c1ccccc1)N1CCCCCC1 | 1.2 | 6% | -9% | -8% | 11% | -1.4% | -4.5% | · | · | -4%
CC(=O)c1cccc(NC(=O)c2cc(C)no2)c1 | 1.1 | 1% | 2% | -5% | 9% | 0.7% | -6.6% | i | 1.5 | -7%
CCc1nc2ccc(F)cc2c(C(=O)NC2CCCCC2C)c1C (stereo not drawn) | 1 | 9% | 3% | 15% | 12% | -3.4% | -5.4% | i | 1.2 | 11%
CCOC(=O)C1CCN(c2c(NCc3ccc(N(C)C)cc3)c(=O)c2=O)CC1 | · | 2% | 0% | · | 15% | · | · | i | 0.4 | ·

Continued:
SMILES	TNAP activation fold	P. falciparum M17LAP	LYP inhibition	human PMI inhibitors	P. falciparum M1AAP	CSM14.1 death rescue	XIAP displacement	Myeloid diff MLP	Myeloid diff MLP GFP+ MAC1+ %	PMI inhibitors
O=Cc1ccnc(-c2ccc(OC(=O)c3ccco3)cc2)n1	1	6%	1%	6.6µM*	15%	·	-11%	i	1.3	7.4µM*
Clc1ss/c(=N\c2ccccn2)c1Cl	1.1	6%	4%	-82%	5%	·	-7.6%	i	0.7	-31%
CN(NC(=O)c1ccccc1)C1=NS(=O)(=O)c2ccccc21	1	-1%	-4%	·	3%	0.3%	-3.8%	i	0.0	·
O=C(Nc1ccc(Cl)c(Cl)c1)OCCNC(=O)c1cccc(Cl)c1	1.1	-2%	-5%	11%	2%	-3.5%	-6.6%	i	0.5	16%
COC(=O)CC1Oc2ccccc2N(Cc2ccccc2)C1=O (stereo not drawn)	1.1	-1%	-2%	16%	-5%	·	-1.7%	i	1.1	14%
COc1cccc(NC(=O)CCNC(=O)Cn2ccc3ccccc3c2=O)c1	1.1	9%	-10%	8%	3%	-0.8%	-3.7%	i	0.8	17%
C=CCOC(=O)C1=C(C)NC(C)=C(C(=O)OCC=C)C1c1cn(-c2ccccc2)nc1-c1ccco1	1.1	14%	-5%	1%	4%	2.8%	-2.8%	i	0.4	-3%
COC(=O)C1=C(C)N(Cc2ccco2)C(=O)C1	1	7%	0%	-40%	3%	-0.7%	-2.4%	i	3.3	-15%
CC(=O)CSc1ccc(C(=O)O)cn1	1.1	-1%	-8%	2%	-2%	1.8%	-3.5%	i	0.2	-3%
CCCCn1c(SCC(=O)c2ccc3c(c2)OCCO3)nnc1-c1ccco1	1	29%	4%	7%	7%	·	-5.3%	i	1.1	4%
O=C(C1CCCN(S(=O)(=O)c2ccccc2[N+](=O)[O-])C1)N1CCCC1 (stereo not drawn)	1.2	-15%	-4%	14%	-3%	0.2%	-1.2%	i	0.8	20%
N#CCc1nn2c3c(cnc2c1C#N)C(=O)CCC3	1.1	1%	1%	42%	9%	-1.4%	-5.7%	i	0.5	-5%
O=C(O)CS(=O)(=O)CC(=O)O	1	-15%	-10%	-1%	-4%	-0.7%	-1.0%	i	1.2	-10%
Cc1ccccc1-n1c(C)nnc1SCC(=O)NNC(=O)c1ccccc1	1.4	8%	-7%	-6%	-1%	-0.5%	-7.5%	i	0.7	0%
CCCCNC(=O)N1CCN(C(=O)C2CCCO2)CC1 (stereo not drawn)	1.1	0%	2%	2%	6%	3.7%	-6.5%	i	0.5	4%
CCOC(=O)c1c(NC(=O)/C=C/C(=O)O)sc(C)c1-c1ccc(Cl)cc1	1.1	13%	-4%	-2%	7%	-1.0%	-4.8%	i	0.3	-19%
CCOc1ccc(/C=N/NC(=O)C(=O)NCc2ccco2)cc1	1.1	8%	-3%	10%	13%	-0.1%	13%	i	0.4	8%
Nc1c(C(=O)O)sc2nc(-c3ccccc3)cc(-c3ccc(F)cc3)c12	·	1%	10%	·	8%	·	·	+	0.6*	·
O=C(/C=C/c1cccnc1)c1ccccc1O	·	-5%	-4%	·	5%	·	·	i	0.4	·
CN(C)CCNC(=O)c1sc2cccc(F)c2c1Cl	1.1	-1%	-8%	3%	-1%	-0.9%	-6.3%	i	0.4	1%
O=C(Nc1ccc(Cl)cn1)C1CCN(S(=O)(=O)c2cccs2)CC1	·	-7%	-3%	·	-1%	·	·	i	2.0	·
COc1ccc(-n2ccc(-c3nn(-c4cccc(C(F)(F)F)c4)ccc3=O)n2)cc1	1.1	17%	-1%	7%	-3%	-0.3%	0.0%	i	0.5	4%
Cc1nc2ccccc2c2nc(NC(=O)C(F)(F)F)nn12	1.1	7%	-1%	-6%	15%	0.4%	-1.1%	i	0.5	-7%
c1ccc(SCCCCNC2CCCC2)cc1	1.1	4%	-12%	-9%	-5%	-4.0%	2.5%	i	0.0	0%
Cc1ccc(Cn2c(SCC(=O)N/N=C/c3ccc(C)o3)nc3ccccc32)cc1	1.1	2%	8%	7%	1%	0.0%	-22%	i	0.9	11%
O=c1oc2ccccc2n1CCc1ccccc1	1.1	-17%	-4%	19%	4%	0.0%	-5.1%	i	0.7	17%
Nc1nc(N2CCCCC2)nc(N2CCCCC2)n1	1.1	-2%	-14%	-2%	5%	-1.8%	-7.8%	i	1.5	5%
CN=C1C=C/C(=N/N=c2\ccn(O)cc2C)C=C1C	·	29%	0%	·	11%	·	·	i	0.2	·
COCC(C)NC(=O)c1cc(-c2ccc(O)cc2)on1 (stereo not drawn)	1.1	19%	-8%	-6%	1%	0.6%	0.8%	i	3.5	-3%
COCCCn1c(SCC(=O)NC(C)(C)C)nnc1-c1ccccc1	0.9	3%	-8%	-7%	5%	-1.2%	-4.0%	i	1.3	0%
CN1CCN(c2ccc(Cl)cc2NC(=O)/C=C/c2ccc(F)cc2)CC1	1.1	1%	-1%	7%	4%	-0.8%	-6.2%	i	0.7	-1%
CCC1CCc2c(c3ccccc3[nH]c2=O)O1 (stereo not drawn)	0.7	3%	-5%	-4%	10%	-0.3%	-0.2%	i	0.4	-12%
